# APOBEC3G inh: APOBEC3G DNA deaminase inhibitors, primary screen, biochemical, fluorescence, single-stranded DNA substrate, uHTS. DNA dC->dU-editing enzyme APOBEC-3G (Homo sapiens), Q9HC16. recombinant A3G, ssDNA deamination FAM/TAMRA fluorescence. inhibition, % at 20 µM. 0.28% of 330,000 active. AID 493012, 2011;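 active = inhibition of at least 40% at 20 µM, with no more than 30% in the related APOBEC3A deaminase screen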;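 note: plate controls were DMSO wells with A3G for no effect and wells lacking A3G enzyme for full effect; some compounds called inactive have numbers as strong as hits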
# Target sequence (Q9HC16 whole entry, looked up): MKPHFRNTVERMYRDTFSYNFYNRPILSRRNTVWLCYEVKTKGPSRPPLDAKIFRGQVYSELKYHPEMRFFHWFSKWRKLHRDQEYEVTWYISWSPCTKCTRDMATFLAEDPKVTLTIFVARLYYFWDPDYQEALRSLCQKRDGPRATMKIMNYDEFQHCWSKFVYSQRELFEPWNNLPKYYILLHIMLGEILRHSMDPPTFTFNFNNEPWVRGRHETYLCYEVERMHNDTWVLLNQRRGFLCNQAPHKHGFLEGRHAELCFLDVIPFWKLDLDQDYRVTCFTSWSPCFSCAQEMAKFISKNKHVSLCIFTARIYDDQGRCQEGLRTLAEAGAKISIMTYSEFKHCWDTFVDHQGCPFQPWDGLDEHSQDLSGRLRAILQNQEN
# Gli-Sufu antag: Gli-Sufu pathway antagonists, primary screen, luciferase luminescence, Sufu-KO-LIGHT cells, uHTS | 0.74% of 340,000 active | inhibition, % at 5 µM | Sufu-KO-LIGHT fibroblasts, Gli luciferase reporter luminescence;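 active = inhibition above about 55%, limit read from the data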;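 note: 0% = DMSO-treated cells and 100% = wells with medium but no cells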
# A3A deaminase: APOBEC3A ssDNA deaminase inhibitors, primary screen, selectivity assay for APOBEC3G inhibitor project, biochemical, FAM/TAMRA oligo cleavage fluorescence; recombinant A3A, FAM/TAMRA ssDNA deamination fluorescence; 0.41% of 330,000 active; inhibition, % at 20 µM; DNA dC->dU-editing enzyme APOBEC-3A (Homo sapiens), P31941;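 active = at least 40% inhibition at 20 µM here, with at most 30% in a related deaminase screen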;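 note: plate controls were A3A with DMSO for no effect and wells lacking A3A enzyme for full effect; some results filed as inactive read as strong as hits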
# EBI2 antag: EBI2 receptor antagonists, beta-arrestin recruitment, primary screen, cell-based, luminescence, 7a,25-OHC stimulation, uHTS; G-protein coupled receptor 183 (Homo sapiens), P32249; 0.81% of 360,000 active; inhibition, % at 5 µM; 7a,25-OHC stimulated; in the data active = inhibition above about 38%;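 note: enzyme fragment complementation signal reports receptor beta-arrestin coupling in cells; 0% = agonist plus DMSO wells and 100% = wells without agonist; some results beyond the cut were filed as inactive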
# CCR6 antag: CCR6 receptor antagonists, primary screen, cell-based, CHO-K1, luminescence, beta-arrestin, uHTS. CHO-K1 CCR6 PathHunter beta-arrestin, CCL20-stimulated. inhibition, % at 20 µM. 0.49% of 340,000 active. AID 493098, 2011;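 active = compounds whose inhibition of the agonist-driven luminescence signal at 20 µM reaches about 50%, limit read from the data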;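 note: cells stimulated with CCL20 at 14 nM final; plate controls were DMSO with CCL20 for no effect and DMSO without agonist for full effect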
# Target sequence (P51684 whole entry, looked up): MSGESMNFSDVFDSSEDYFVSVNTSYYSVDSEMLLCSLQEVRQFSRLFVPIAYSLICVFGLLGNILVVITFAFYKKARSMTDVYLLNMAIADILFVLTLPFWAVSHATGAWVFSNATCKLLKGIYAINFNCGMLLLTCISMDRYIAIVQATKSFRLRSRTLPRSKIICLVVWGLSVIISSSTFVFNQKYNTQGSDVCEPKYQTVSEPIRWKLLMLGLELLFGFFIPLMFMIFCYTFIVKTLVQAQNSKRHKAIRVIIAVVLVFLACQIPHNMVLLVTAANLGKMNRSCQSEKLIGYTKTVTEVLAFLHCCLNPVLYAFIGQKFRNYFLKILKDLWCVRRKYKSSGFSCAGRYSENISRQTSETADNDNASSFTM
# MPTP inh: mitochondrial permeability transition pore inhibitors, primary screen, biochemical, isolated mouse mitochondria, absorbance; Ca2+ swelling absorbance, 30 min; inhibition, % at 10 µM; 1.4% of 360,000 active;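 active = inhibition of 50% or more, scaled per plate between neutral and stimulator controls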;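 note: 0% = DMSO wells given calcium and 100% = 1 mM EGTA wells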
# CXCR6 inh: CXCR6 receptor inhibitors, primary screen, cell-based, beta-arrestin, luminescence, CHO-K1 PathHunter, 1536-well; AID 602244, 2012; 0.36% of 360,000 active; inhibition, % at 20 µM; in the data active = inhibition above about 34%, passing the limit was not always enough;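 note: antagonist mode with CXCL16 agonist at 10 nM final; 0% = 10 nM CXCL16 with DMSO and 100% = unstimulated wells without agonist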
# NR3A LBD binder: binders of NR3A ligand-binding domain, primary screen, biophysical, differential scanning fluorimetry, uHTS. NR3A LBD differential scanning fluorimetry, Tm shift; 0% = protein alone, 100% = glycine-bound protein. 2.5% of 340,000 active. AID 1259313, 2017. Tm shift relative to glycine control, % at 25 µM;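 active = melting temperature shift of at least 10% of the positive control shift, at one fixed dose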
# Active calls of the source: *; . = not tested or not shown.
SMILES,APOBEC3G inh,Gli-Sufu antag,A3A deaminase,EBI2 antag,CCR6 antag,MPTP inh,CXCR6 inh,NR3A LBD binder
CCCc1[nH]nc2c1C(c1ccc(OC(=O)c3ccco3)cc1)C(C#N)=C(N)O2 (centres undefined),-10,11,-4,-33,16,11,4,-4
S=c1[nH]nc(-c2ccncc2)n1/N=C/c1cn(-c2ccccc2)nc1-c1ccc(Cl)cc1,-4,16,1,0,21,1.7,8,1
Cc1ccc2cc(CN(CC3CCCO3)S(=O)(=O)c3ccc4c(c3)OCCO4)c(=O)[nH]c2c1C (centres undefined),-1,-6,-3,5,7,1.4,2,-3
CCOc1ccc(NC(=O)CN(C)C(=O)c2cc3c(s2)CCCCC3)cc1OCC,-6,-9,-2,4,8,1.5,4,0
COc1cc(/C=C2\SC(N3CCc4ccccc4C3)=NC2=O)cc(OC)c1OC,2,6,-1,12,11,3.5,5,-2
CC(NC(=O)CCSCCC(=O)NC(C)c1ccccc1)c1ccccc1 (centres undefined),-7,5,-6,-1,15,-1.2,0,3
N#CCOC(=O)[C@H](Cc1ccccc1)N1C(=O)c2ccccc2C1=O,-10,1,-5,-3,5,0.1,12,6
O=C(NC(Cc1c[nH]c2ccccc12)C(=O)N/N=C/c1cccnc1)c1cccs1 (centres undefined),4,-1,1,1,3,1.5,13,1
O=C1/C(=C\c2ccco2)SC(=S)N1c1ccccc1,-4,16,15,15,-16,2.1,8,-1
O=C(CCCCCN1C(=O)c2cccc3cccc(c23)C1=O)NCCO,4,-22,4,-6,-6,1.4,-9,0
O=C(O)c1ccc(-n2ccnc2)c([N+](=O)[O-])c1,-6,9,8,-2,-4,-0.5,-2,-3
CCc1cc2c(NCCC(=O)O)nc(C)nc2s1,-3,8,-1,-22,-1,1.3,6,2
CCCn1c(C)cc(C(=O)COC(=O)c2ccc[nH]c2=O)c1C,-3,-30,-4,-9,9,0.5,2,0
O=C(Nc1cccc(C(=O)O)c1)/C(=C/c1ccc([N+](=O)[O-])cc1)NC(=O)c1ccccc1,-8,-5,-1,-4,2,0.2,7,2
COc1cccc(NC(=O)CN(C)S(=O)(=O)c2ccc3[nH]c(=O)oc3c2)c1,-3,-5,1,-10,-9,0.0,-2,-1
Cn1ccnc1SCCNC(=O)C1CCC(=O)N(Cc2ccc(Cl)cc2)C1 (centres undefined),-4,-7,-3,-7,6,0.8,-2,-1
O=[N+]([O-])c1ccc(Nc2ccccc2)nc1,-6,1,-2,2,13,4.0,8,12*
CCN(C(=O)COC(=O)C12CC3CC(CC(O)(C3)C1)C2)c1c(N)n(Cc2ccccc2)c(=O)[nH]c1=O,.,8,.,6,7,-2.7,2,-2
COc1cc(C(=O)OC(C)C(=O)NC(=O)NC2CCCCC2)ccc1OC(F)F (centres undefined),0,2,0,-3,14,0.7,2,2
C(=N\N1CCN(C2c3ccccc3-c3ccccc32)CC1)/c1cccs1,-5,0,0,12,13,6.9,-6,1
O=C(OCC(O)C(O)COC(=O)c1ccccc1)c1ccccc1 (centres undefined),-2,-3,3,-14,-25,-1.3,-2,-6
Cc1cc(Cl)ccc1OCc1n[nH]c(=S)n1C1CCCCC1,-5,6,-2,0,17,4.0,1,-6
Cc1nnc(SCC(=O)Nc2nnc(SCc3cccc(Br)c3)s2)s1,4,2,0,0,2,5.4,-2,6
COc1ccc(OC)c2c1sc(=NC(=O)c1cccc(N3C(=O)CCC3=O)c1)n2C,-15,-2,-6,-12,2,0.4,3,-23
CN(C)C(=S)Nc1ccc2ccccc2c1,-4,-8,0,-15,-31,-0.8,0,0
C/C(=N\NC(=S)NC(C)C)c1ccc(-n2ccnc2)cc1,8,15,-8,3,0,0.1,13,-19
COc1cc(CC(=O)O)ccc1OCc1ccccc1,1,-8,2,-18,9,-2.3,6,-1
CC1(O)CC(C)(C)C(C#N)C(=O)N1 (centres undefined),.,4,.,-3,-10,1.2,-2,-2
C=CCn1c(SCC(=O)N(C)C2CCS(=O)(=O)C2)nnc1-c1ccncc1 (centres undefined),-4,-12,1,0,4,3.0,2,-1
CC(C)(C)CC(=O)N1CCC(c2nc3c(nnn3Cc3c(F)cccc3Cl)c(=O)[nH]2)CC1,-1,2,-1,-4,16,0.1,-4,-1
O=C(NCC(=O)N(Cc1cccs1)C(C(=O)NC1CCCCC1)c1cccnc1)c1ccco1 (centres undefined),-8,1,-3,-2,-4,-1.5,-1,1
CCOC(=O)C1C(=O)OC2(CCCC2)C1C(=O)OCC (centres undefined),0,-1,4,0,6,-1.2,-2,3
CCn1c(-c2ccc(F)cc2)n[nH]c1=S,34,-16,14,-4,-3,1.2,-3,1
CC(=O)NC1CC(C)(C)N(OC(C)=O)C(C)(C)C1,.,-26,.,3,-9,-1.5,-2,0
O=C(C[C@@H]1C/C=C\CCCC(=O)OC[C@@H]2CCCN2C1=O)N[C@H](CO)Cc1ccccc1,-8,-3,-3,-3,5,-3.5,-2,1
O=C(CCNC(=O)c1ccco1)NNC(=O)c1ccc(Br)cc1,.,-28,.,4,7,0.0,-5,-1
O=c1c2cccnc2[nH]c(=S)n1CCCN1CCN(c2ccccc2F)CC1,-7,34,-3,-1,11,0.2,8,1
COC(=O)c1ccc(N2CCOCC2)c(NC(=O)c2ccc3c(c2)OCO3)c1,-11,9,-6,4,5,-0.2,2,1
COc1ccccc1NC(=O)CSc1nc(N)c(C#N)cc1C#N,-2,6,1,4,1,-1.3,6,-4
COc1ccc(/C=N/NC(=O)c2ccc(N(C)S(=O)(=O)c3ccccc3)cc2)c(OC)c1,-3,-14,0,11,11,1.4,3,-108
COc1ccccc1CN1CCNC(=O)C1CC(=O)N(C)Cc1cnccn1 (centres undefined),.,4,.,0,2,0.4,2,0
O=S(=O)(c1ccc2ccccc2c1)N1CCN(C2Cc3ccccc3C2)CC1,4,-11,2,-4,3,2.3,5,-5
CC(=O)c1ccc(NC(=O)CSc2nc3nc(C)cc(C)n3n2)cc1,-7,-1,-2,-7,6,-1.3,-8,-1
CC(C)(C)c1ccc(Cn2nnc3c(=O)[nH]c(C4CCN(C(=O)c5ccco5)CC4)nc32)cc1,-2,26,2,2,10,-1.7,-9,-10
Cc1cc(=O)n2c3ccccc3n(CC(O)CN3CCC(C)CC3)c2c1C#N (centres undefined),.,12,.,0,0,-0.4,-1,-2
Cc1oc(-c2ccccc2Cl)nc1CS(=O)(=O)CC(=O)N1CCOCC1,3,-1,1,-6,-2,1.6,-8,-3
CN(C)CCOC1c2ccccc2CCc2ccc3ccccc3c21 (centres undefined),-9,8,-2,-18,12,-1.7,-7,0
CCOc1ccc(C(=O)Nc2cc(Cl)ccc2-n2cncn2)cc1OC,-1,0,35,2,-7,-1.1,-26,-1
O=C(CSc1nnnn1-c1cccc(F)c1)Nc1nc2ccccc2s1,0,1,1,7,4,-0.4,-11,-17
CCCCc1nc(SCC(=O)Nc2cccc(Cl)c2)n[nH]1,-6,-18,-6,-4,3,0.2,0,-2
O=C(COC(=O)C12CC3CC(CC(O)(C3)C1)C2)NC(=O)NCc1ccco1,-3,-12,5,-11,29,1.6,1,-8
O=C(CSc1nnc(-c2ccccc2)n1-c1ccc(Cl)cc1)N/N=C/c1ccco1,-2,-9,6,1,4,1.0,2,-2

# Structural class: those above with a halogen.
SMILES,APOBEC3G inh,Gli-Sufu antag,A3A deaminase,EBI2 antag,CCR6 antag,MPTP inh,CXCR6 inh,NR3A LBD binder
S=c1[nH]nc(-c2ccncc2)n1/N=C/c1cn(-c2ccccc2)nc1-c1ccc(Cl)cc1,-4,16,1,0,21,1.7,8,1
Cn1ccnc1SCCNC(=O)C1CCC(=O)N(Cc2ccc(Cl)cc2)C1 (centres undefined),-4,-7,-3,-7,6,0.8,-2,-1
COc1cc(C(=O)OC(C)C(=O)NC(=O)NC2CCCCC2)ccc1OC(F)F (centres undefined),0,2,0,-3,14,0.7,2,2
Cc1cc(Cl)ccc1OCc1n[nH]c(=S)n1C1CCCCC1,-5,6,-2,0,17,4.0,1,-6
Cc1nnc(SCC(=O)Nc2nnc(SCc3cccc(Br)c3)s2)s1,4,2,0,0,2,5.4,-2,6
CC(C)(C)CC(=O)N1CCC(c2nc3c(nnn3Cc3c(F)cccc3Cl)c(=O)[nH]2)CC1,-1,2,-1,-4,16,0.1,-4,-1
CCn1c(-c2ccc(F)cc2)n[nH]c1=S,34,-16,14,-4,-3,1.2,-3,1
O=C(CCNC(=O)c1ccco1)NNC(=O)c1ccc(Br)cc1,.,-28,.,4,7,0.0,-5,-1
O=c1c2cccnc2[nH]c(=S)n1CCCN1CCN(c2ccccc2F)CC1,-7,34,-3,-1,11,0.2,8,1
Cc1oc(-c2ccccc2Cl)nc1CS(=O)(=O)CC(=O)N1CCOCC1,3,-1,1,-6,-2,1.6,-8,-3
CCOc1ccc(C(=O)Nc2cc(Cl)ccc2-n2cncn2)cc1OC,-1,0,35,2,-7,-1.1,-26,-1
O=C(CSc1nnnn1-c1cccc(F)c1)Nc1nc2ccccc2s1,0,1,1,7,4,-0.4,-11,-17
CCCCc1nc(SCC(=O)Nc2cccc(Cl)c2)n[nH]1,-6,-18,-6,-4,3,0.2,0,-2
O=C(CSc1nnc(-c2ccccc2)n1-c1ccc(Cl)cc1)N/N=C/c1ccco1,-2,-9,6,1,4,1.0,2,-2

# High-throughput results deposited in PubChem by Sanford-Burnham Center for Chemical Genomics.
